# High-throughput results: PubChem BioAssay, several laboratories
# Autophagy HCS = autophagy modulators in MEF cells, primary screen, imaging, high-content, MEF GFP-LC3. MEF GFP-LC3 puncta imaging; test concentration mostly 10 µM. calls only at 10 µM (by protocol). 190,000 compounds, 0.98% hits;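 active = percentage of spot-positive cells more than 3 SD above its plate mean, without a fluorescence outlier flag or 80% toxicity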;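 also: spot-positive cell cutoff set from DMSO-treated cells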
# WT yeast gro inh = growth inhibition of WT strain, primary screen, mitochondrial fusion inhibitor project, WT and mutant strains, chemical genetic | mitochondrial fusion phenotypic screen | inhibition, % at 10 µM | 190,000 compounds, 2.1% hits | AID 1362, 2008; in the data active = inhibition above about 58%; tested in S. cerevisiae
# West Nile virus CPE = West Nile virus antiviral activity, cell-based, CPE readout (AID 1621); 290,000 compounds, 0.02% hits; CPE inhibition, % at 10 µM; hits with a dose series show IC50 in µM; West Nile virus-infected cells, CPE inhibition; higher % means a stronger effect; in the data active = a potency from the dose series; also: strong numbers were not always called active
# Lipid droplet = inhibitors of hepatocyte lipid droplet formation, primary screen, imaging, high-throughput imaging, BODIPY stain. 240,000 compounds, 0.4% hits. inhibition, % at 6.5 µM. AML12 mouse hepatocytes, oleate lipid droplets;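 active = lipid droplet intensity inhibited by at least 50%, with more than 500 cells counted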
#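 Assay system: AML12 hepatocytes (mouse); Probe or stimulus: oleic acid at 100 µM to induce lipid droplet formation; Dosing: compound at 6.5 µM only; Schedule: compound with oleate, overnight; Detection: fluorescence imaging, 20x objective, two fields per well; Measure: % inhibition of lipid droplet signal.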
# Myeloid diff MLP = induction of myeloid progenitor differentiation, primary screen, cell-based, flow cytometry, MLPCN library; ER-HoxA9 myeloid progenitors, lysozyme-GFP differentiation; 360,000 compounds, 1% hits; AID 624256, 2012; calls only at 10 µM;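 active = normalized GFP-positive differentiation at or above the plate's own cutoff, the solvent-only control mean plus 3 SD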;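 also: cells exposed to compound for four days before flow analysis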
# MT stabilizer = microtubule stabilizers in HeLa cells, primary screen, imaging, high-content imaging. 200,000 compounds, 0.83% hits. % tubulin-high responders, % at 10 µM. HeLa tubulin immunostaining HCS, 24 h; share of cells brighter than vehicle mean+2SD. AID 2205, 2009;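 active = plate Z-score above 3 for both tubulin-high and condensed-nucleus cell shares, with cell loss under 80%, at 10 µM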;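 also: anti alpha tubulin signal scored within the nucleus-defined area of each cell; some results filed as inactive read as strong as hits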
# Insulin prom up = insulin promoter activators in MIN6 cells, imaging, high-content screening, mouse beta cells. MIN6 insulin promoter-GFP reporter; hits give high values. z-score at 5 µM. 190,000 compounds, 0.3% hits. AID 1625, 2009;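 active = z-score above 3 at 5 µM with at least 500 cells counted in the well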
# bCat nuc transl = modulators of beta-catenin nuclear translocation, primary screen, imaging, HeLa cells, immunofluorescence, high-content; nuclear translocation activity, % at 5 µM; AID 1665, 2009; 190,000 compounds, 0.3% hits;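 active = nuclear translocation activity above 50% at 5 µM, with a well cell count of 50 or more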;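 also: per-cell ratio of nuclear to cytoplasmic median beta-catenin stain intensity; plate controls were DMSO negative control for no effect and GSK-3 inhibitor IX positive control for full effect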
#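 test system = HeLa cells, endogenous beta-catenin | dosing = single 5 µM dose plus 0.02–20 µM confirmation series | times = compound treatment 24 h, 37°C, 5% CO2 | technique = beta-catenin immunofluorescence imaging with DAPI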
# T cell modulator = modulators of CD8 T cell-vesicle binding, primary screen, mouse 2C CD8+ T cells, flow cytometry; 2C CD8+ T cell-vesicle binding; hits give low values; calls only at 7 µM; 330,000 compounds, 0.068% hits;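 active = response, share of CD8 T cells binding vesicles, and their 90th percentile fluorescence all below set limits, cut at about 80% in these data, passing the limit was not always enough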
#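 Test system: purified 2C TCR transgenic mouse naive CD8+ T cells. Probe or stimulus: QL9-peptide-loaded Drosophila micro-vesicles bearing Ld, ICAM-1 and B7-1. Incubation: binding step 1.5 h, 37 °C, antibody labelling 20 min, ice. Measured by: flow cytometry of vesicle-bound cells.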
# WT yeast gro inh mutant strain = second read-out of WT yeast gro inh, no call of its own (marks repeat the call); inhibition, %; mitochondrial fusion phenotypic screen, mutant strain inhibition
# Insulin prom up cell count = second read-out of Insulin prom up, no call of its own (marks repeat the call); cell count; measured here: cytotoxicity, nuclei count;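 total cells summed across four imaged fields per well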
# Lipid droplet cells 6.5 µM = further read-out of Lipid droplet, marked with its call; cell count; measured here: cell count, cytotoxicity flag;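 cells counted across two imaged fields per well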
# bCat nuc transl cell count 5 µM = also measured in bCat nuc transl; calls as there; cell count; measured here: cell count, cytotoxicity flag
# T cell modulator vesicle-bound % = second read-out of T cell modulator, no call of its own (marks repeat the call); double positive events, %; measured here: CD8+ vesicle-bound cell fraction;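 binding gate set so that unloaded-vesicle control wells show 10% double positive cells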
# MT stabilizer Hoechst-high % = also measured in MT stabilizer; calls as there; % Hoechst-high responders; measured here: nuclear condensation Hoechst responders;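 share of cells brighter than vehicle mean plus two SD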
# MT stabilizer cytotoxicity % = recorded beside MT stabilizer, whose call it bears; toxicity, %; measured here: cytotoxicity by cell density;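 0% = mean cell density of plate MIN control wells and 100% = no cells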
# Autophagy HCS cell loss 18 h = recorded beside Autophagy HCS, whose call it bears; toxicity, %; measured here: cell loss, nuclei count;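 cell loss after 18 h compound exposure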
# Myeloid diff MLP GFP+ MAC1+ % = second read-out of Myeloid diff MLP, no call of its own (marks repeat the call); GFP+ MAC1+ double positive, %; measured here: differentiation confirmed by MAC1 staining
# * = called active by the depositor; i = inactive; · = no result given; + = active, no number.
SMILES,Autophagy HCS,Autophagy HCS cell loss 18 h,WT yeast gro inh,WT yeast gro inh mutant strain,West Nile virus CPE,Lipid droplet,Lipid droplet cells 6.5 µM,Myeloid diff MLP,Myeloid diff MLP GFP+ MAC1+ %,MT stabilizer,MT stabilizer Hoechst-high %,MT stabilizer cytotoxicity %,Insulin prom up,Insulin prom up cell count,bCat nuc transl,bCat nuc transl cell count 5 µM,T cell modulator,T cell modulator vesicle-bound %
COc1cc(C(=O)NC(c2ccccc2)c2ccccc2)cc(Cl)c1OC,i,1.0,-8.4,30.5,0.3%,2.6,615,i,1.1,3.6,3.7,7.9,-0.12,1515,-0.1,1095,i,54.6
Cn1cnnc1SCc1ccc(C#N)cc1Cl,i,-3.5,5.5,1.7,-0.4%,·,·,i,1.3,3.1,1.8,5.0,0.7,1712,-3.4,924,i,31.4
O=Nc1c(O)n(Cc2ccc(Cl)c(Cl)c2)c2ccccc12,i,-1.6,1.9,5.3,1.9%,·,·,i,0.3,2.6,0.9,0.7,-0.14,1447,-0.6,1320,i,44.2
Cc1cccc(-n2c(SCc3cc(=O)n4ccsc4n3)nc3ccccc32)c1,i,2.4,23.0,0.3,·,-44.2,723,i,0.6,4.5,1.9,0.8,·,·,8.4,486,i,22.5
Cc1ccc(N2NC(=O)/C(=C\c3cc4c(cc3[N+](=O)[O-])OCO4)C2=O)cc1C,i,1.4,-4.2,5.7,-1.0%,-0.3,741,i,0.3,2.9,2.8,8.7,-0.11,1236,31.7,109,i,40.3
NC(=O)CSC1=Nc2ccccc2C2=NC(CC(=O)NCc3cccs3)C(=O)N12 (stereo unspecified),i,15.7,-27.1,-4.9,0.6%,·,·,i,0.4,3.8,2.2,3.5,0.45,1640,-1.4,779,i,37.9
CCOc1ccc(-n2nc(C(=O)NCCOC)c3ccccc3c2=O)cc1,i,-3.2,0.9,6.3,-0.2%,14.1,703,i,0.5,4.1,1.9,3.0,-0.9,1224,·,·,i,59.8
Fc1cccc(CSc2nc3ncc(Cl)cc3[nH]2)c1,·,·,·,·,-0.7%,-3.3,585,i,0.5,·,·,·,0.75,1050,-0.9,1304,i,24.0
O=C(NCCCN1CCCC1=O)c1cccc(S(=O)(=O)N2CCN(c3ccccc3)CC2)c1,·,·,·,·,-0.3%,-8.5,692,i,0.7,·,·,·,·,·,·,·,i,33.7
CCCCNC(=O)c1onc(CSc2cccc(OC)c2)c1C(=O)O,i,-24.5,-0.7,-6.4,0.4%,·,·,i,0.9,2.7,1.7,4.4,-0.14,1415,0.4,1367,i,25.9
O=C(NC(=S)NCCc1ccccn1)c1ccccc1,i,-0.4,12.2,12.4,-0.5%,-20.0,695,i,0.2,4.0,3.5,5.9,-0.52,1075,1.9,1046,i,12.9
Fc1cccc(CSc2ccc3nnc(-c4cccnc4)n3n2)c1,i,12.2,9.8,7.0,0.3%,1.4,720,i,0.2,2.7,1.9,1.9,-0.15,1080,-0.1,1105,i,37.5
COc1ccc2cc(CCNC(=O)C3CCCC3)c(=O)[nH]c2c1,i,0.9,12.6,7.6,0.1%,-0.8,736,i,3.9,2.7,2.3,11.0,-0.76,2001,-1.1,1090,i,39.0
COC(=O)c1c(C)cc(OC(C)=O)c(C)c1OC(C)=O,i,-31.3,10.2,19.8,0.2%,·,·,i,0.5,2.8,2.6,10.5,0.12,1033,-2.6,1143,i,15.3
COc1ccccc1NC(=O)Cn1nnc(-c2ccccc2NC(=O)c2ccco2)n1,i,1.5,-3.2,-16.7,-0.1%,8.5,679,i,2.2,2.0,2.0,36.6,0.03,1646,0.8,1005,i,30.4
O=C(O)CCCCCNS(=O)(=O)c1cccc2c1C(=O)c1ccccc1C2=O,i,39.6,3.8,3.3,0.0%,-14.1,540,i,0.6,5.3,1.5,6.5,0.6,1457,-1.4,1044,i,5.7
CCCCOCCCNC(=O)N[C@H](C(=O)OC)C(C)C,i,1.8,-4.6,2.2,0.5%,·,·,+,6.8*,4.3,2.5,10.8,1.07,1165,-1.9,946,i,36.9
O=C(Nc1ccc(S(=O)(=O)N2CCc3ccccc32)cc1)c1ccco1,i,-10.7,21.9,21.0,-0.2%,·,·,i,6.3,4.6,2.3,7.1,-0.78,1037,-3.1,833,i,8.7
Cc1noc(C)c1COc1cccc(C(=O)OC(C)C(=O)Nc2c(C)n(C)n(-c3ccccc3)c2=O)c1 (stereo unspecified),i,14.6,8.1,12.6,-1.8%,3.6,719,i,0.6,2.5,2.5,9.1,·,·,-1.8,1093,i,50.7
COc1ccc(/C=N\NC(=O)c2ccc(Cn3cc(Br)c([N+](=O)[O-])n3)o2)c(OC)c1C,i,0.7,6.6,-6.0,0.0%,-0.2,733,i,0.2,2.5,1.0,6.2,·,·,-2.6,1141,i,24.9

# Three entries picked at random from the list so far:
SMILES,Autophagy HCS,Autophagy HCS cell loss 18 h,WT yeast gro inh,WT yeast gro inh mutant strain,West Nile virus CPE,Lipid droplet,Lipid droplet cells 6.5 µM,Myeloid diff MLP,Myeloid diff MLP GFP+ MAC1+ %,MT stabilizer,MT stabilizer Hoechst-high %,MT stabilizer cytotoxicity %,Insulin prom up,Insulin prom up cell count,bCat nuc transl,bCat nuc transl cell count 5 µM,T cell modulator,T cell modulator vesicle-bound %
NC(=O)CSC1=Nc2ccccc2C2=NC(CC(=O)NCc3cccs3)C(=O)N12 (stereo unspecified),i,15.7,-27.1,-4.9,0.6%,·,·,i,0.4,3.8,2.2,3.5,0.45,1640,-1.4,779,i,37.9
COc1ccc2cc(CCNC(=O)C3CCCC3)c(=O)[nH]c2c1,i,0.9,12.6,7.6,0.1%,-0.8,736,i,3.9,2.7,2.3,11.0,-0.76,2001,-1.1,1090,i,39.0
O=C(O)CCCCCNS(=O)(=O)c1cccc2c1C(=O)c1ccccc1C2=O,i,39.6,3.8,3.3,0.0%,-14.1,540,i,0.6,5.3,1.5,6.5,0.6,1457,-1.4,1044,i,5.7

# Continued:
SMILES,Autophagy HCS,Autophagy HCS cell loss 18 h,WT yeast gro inh,WT yeast gro inh mutant strain,West Nile virus CPE,Lipid droplet,Lipid droplet cells 6.5 µM,Myeloid diff MLP,Myeloid diff MLP GFP+ MAC1+ %,MT stabilizer,MT stabilizer Hoechst-high %,MT stabilizer cytotoxicity %,Insulin prom up,Insulin prom up cell count,bCat nuc transl,bCat nuc transl cell count 5 µM,T cell modulator,T cell modulator vesicle-bound %
O=C1C(C2=NC(c3ccccn3)C3C(=O)N(c4ccccc4)C(=O)C23)=C(O)c2ccccc21 (stereo unspecified),·,·,·,·,0.3%,20.8,736,i,0.4,·,·,·,-0.85,1077,-1.1,1319,i,52.7
Cc1cc(C)nc(Nc2cc([N+](=O)[O-])ccc2C)n1,i,-34.1,-4.8,9.4,0.1%,·,·,i,1.4,1.9,2.0,5.4,0.02,1466,-0.4,1448,i,22.5
CC(C)OCCCNC(=O)c1cc(S(=O)(=O)N2CCc3ccccc32)cn1C,·,·,·,·,-1.2%,-6.8,718,i,1.2,·,·,·,·,·,·,·,i,20.0
CC(C)Cn1c(SCC(=O)NC(=O)Nc2ccc3c(c2)OCCO3)nc2ccccc2c1=O,i,-11.5,12.7,-3.8,-0.1%,·,·,i,2.2,7.2,4.4,4.2,-0.55,1129,-6.9,955,i,26.5
O=C(N/N=C/c1ccco1)C1(O)c2ccccc2-c2ccccc21,·,·,·,·,0.5%,18.5,704,i,0.3,·,·,·,-0.79,993,-0.2,1324,i,2.8
COc1cc(/C=N/NC(=O)C(=O)NCC2CCCO2)cc(Cl)c1O (stereo unspecified),·,·,·,·,0.5%,2.3,724,i,0.5,·,·,·,-0.13,1040,-0.9,1333,i,18.7
COc1cc(CCCN2C(N)=NC[C@@H]2c2ccccc2)cc(OC)c1OC,·,·,·,·,0.8%,13.2,730,i,1.1,·,·,·,0.29,1015,-0.5,1244,i,55.9
Cc1noc(C)c1C(=O)NCCc1ccc(Cl)cc1,i,0.3,8.8,20.0,0.2%,0.6,771,i,7.1,3.1,0.6,75.0,-0.24,1317,-2.1,1028,i,15.6
C=CCn1c(C)cc(C(=O)CSc2nc3ccccc3c(=O)[nH]2)c1C,i,7.8,2.9,-20.2,0.3%,-5.6,735,i,0.5,2.4,1.7,6.7,1.15,1694,-0.4,1027,i,37.3
c1ccc2c(c1)c1c3n2CCNC3CCC1 (stereo unspecified),i,-10.9,0.6,15.0,0.0%,-0.8,771,i,0.2,3.6,2.3,6.1,0.9,1214,·,·,i,55.5
CCN1CCN(C(=O)c2ccc(CN(c3ccccc3)S(=O)(=O)c3ccccc3)cc2)CC1,i,-1.0,-8.1,9.8,-0.6%,-24.4,625,i,0.6,4.7,2.7,8.4,0.21,1174,·,·,i,30.1
COc1ccc(C2=C/C(=C\c3ccc(OC(C)=O)cc3)C(=O)O2)cc1,i,36.7,-1.4,6.3,0.2%,3.5,708,i,0.0,3.1,1.9,1.4,·,·,0.8,1057,i,52.5
c1cncc(-c2nnc3sc(-c4ccco4)nn23)c1,i,-4.0,-4.5,-12.3,-0.2%,-10.0,808,i,1.9,2.0,1.1,8.6,-0.25,914,·,·,i,7.4
COc1ccc(CN2CCN(C(=O)c3cccc4ccccc34)CC2)cc1OC,·,·,·,·,-0.6%,10.3,812,i,0.5,·,·,·,·,·,·,·,i,45.6
COC(=O)c1[nH]c2ccccc2c1NC(=O)c1ccccc1[N+](=O)[O-],i,14.8,9.0,5.4,-0.1%,9.7,640,i,0.5,1.9,2.0,5.4,0.16,1324,0.7,572,i,7.2
C/C(=N\OCC(=O)Nn1c(=O)[nH]c2ccccc2c1=O)c1ccccc1,i,-5.3,-10.2,11.5,0.5%,-13.7,633,i,0.2,3.2,1.5,5.2,0.16,1405,1.7,1120,i,12.5
